14-3-3g Raf = 14-3-3 gamma protein interaction modulation; P61981; FP, 14-3-3gamma / TMR-pS259-Raf peptide binding; inhibition, % at 40 µM; actives 0.19% (n = 160,000); AID 422; in the data active = inhibition above about 30%;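 also: 0% = protein plus tracer without compound and 100% = blank with tracer alone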
Target sequence (P61981 whole entry, looked up): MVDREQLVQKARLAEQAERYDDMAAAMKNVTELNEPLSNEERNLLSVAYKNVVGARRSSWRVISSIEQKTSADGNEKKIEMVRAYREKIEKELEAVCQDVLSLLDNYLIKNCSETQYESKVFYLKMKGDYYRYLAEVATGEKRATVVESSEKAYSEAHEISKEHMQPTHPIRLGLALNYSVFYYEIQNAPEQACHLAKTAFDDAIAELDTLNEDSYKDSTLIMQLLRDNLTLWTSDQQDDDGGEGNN
* marks the source's active call; other numbers are inactive results; & = joins results of further samples.

The first 2 records (preview)
SMILES	14-3-3g Raf
COc1ccc2c(c1)c(=O)oc1c(C)c3occ(-c4ccc(F)cc4)c3cc12	-24.9
Cc1ccc(S(=O)(=O)CCc2nnc(NC(=O)c3ccc(C)c([N+](=O)[O-])c3)s2)cc1	4.4

The listing, previewed entries included:
SMILES	14-3-3g Raf
COc1ccc2c(c1)c(=O)oc1c(C)c3occ(-c4ccc(F)cc4)c3cc12	-24.9
Cc1ccc(S(=O)(=O)CCc2nnc(NC(=O)c3ccc(C)c([N+](=O)[O-])c3)s2)cc1	4.4
CC1CCCN(C(=O)CSc2nnc(-c3c[nH]c4ccccc34)o2)C1 (stereo unspecified)	-9.0
COCCn1c(=S)[nH]c2cc(C(=O)N3CCN(C)CC3)ccc2c1=O	-4.5
C=CCn1c(NCc2ccc3c(c2)OCO3)nc2ccccc21	3.6&-6.5
O=C(Cc1ccc(F)cc1)NCCn1ccc2ccccc21	-2.8
CCOC(=O)c1c(NC(=O)c2cc([N+](=O)[O-])nn2Cc2ccccc2)sc2c1CCCC2	-32.9
Nc1nnc(SCC(=O)Nc2ccccc2)s1	-7.6
CCOC(=O)c1c(N)sc2c1C1CCN2CC1	-4.1
CC1CC(=O)N(Cc2ccccc2)c2ccccc2N1C=O (stereo unspecified)	2.4&-9.5
O=C(Nc1ccc(S(=O)(=O)N2CCCCC2c2cccnc2)cc1)c1ccc(S(=O)(=O)N2CCOCC2)cc1 (stereo unspecified)	-9.0
CCOC(=O)N1CCN(Cc2nc3c(c(=O)n(C)c(=O)n3C)n2Cc2cccc3ccccc23)CC1	-7.9
CCOCCCCNC(=O)c1ccc2c(c1)nc(C)n2-c1cccc(C)c1	-25.9
O=C(COc1ccc(I)cc1)Nc1ccc(Br)cn1	-24.7
C#CCOC(=O)c1ccc(S(=O)(=O)N2CCOCC2)cc1	-7.1
CC1=C(C(=O)OCc2ccccc2)C(c2cccc3ccccc23)C2=C(CCCC2=O)N1 (stereo unspecified)	-3.1
O=C(O)CCCCCNCc1cccnc1	-17.1
CCC(=O)Nc1c2c(nc3c1CCC3)CCCC2	-3.6
O=C(NC1CCCCCC1)C1CC(=O)N(Cc2ccccc2)C1 (stereo unspecified)	-3.0
Cc1nc(SCC(=O)NC2CCCC2)c2c(=O)n(C)c(=O)n(C)c2n1	-2.5
COc1ccc(N2CCn3c2nc2c3c(=O)n(CCCc3ccccc3)c(=O)n2C)cc1	-6.3
COc1ccccc1N(C(=O)NCc1ccccc1)C1=NCC(C)S1 (stereo unspecified)	7.9
CCCc1ccc(-c2nc(-c3ccncc3)no2)cc1	-6.9
O=c1[nH]c2cc3c(cc2cc1C(c1nnnn1C1CCCC1)N1CCSCC1)OCCO3 (stereo unspecified)	-10.3
Cc1ccccc1Cc1c(C)nc2c(C(=O)O)c[nH]n2c1=O	2.9
O=C(CN1C(=O)c2ccccc2C1=O)Nc1ccc([N+](=O)[O-])cc1Br	-4.1
Cc1ccc(-c2nnc(Nc3ccccc3)c3ccccc23)cc1S(=O)(=O)N(C)C	6.6
COCCn1c(SCC(=O)c2ccc(Cl)cc2)nc2c(c1=O)SC(C)C2 (stereo unspecified)	-3.5
COc1cc(NS(=O)(=O)c2ccc(NC(=O)c3ccccc3Br)cc2)nc(OC)n1	-4.1
CCn1nc(NC(=O)c2cccnc2)c2cc3ccccc3nc21	-21.1
COC(=O)C1=C(C)NC(C)=C([N+](=O)[O-])C1c1ccccc1C(F)(F)F (stereo unspecified)	0.8
COc1nc(OC)nc(N2CCC(C(=O)NCC3CCCCC3)CC2)n1	3.9
CCN(Cc1ccccc1)C(=O)c1c(C)cc(=O)oc1C	-143.2
CC1CCN(C(=O)CSc2nnc(-c3cc4ccccc4cc3O)n2Cc2ccco2)CC1	-3.2
COc1ccc(-n2c(Cc3cccn3C)nnc2SCC(=O)Nc2ccc(C)cc2C)cc1	5.6
Cc1nc2c(C(=O)NCCC3=CCCCC3)cnn2c(C)c1Cc1ccc(Cl)cc1	-11.5
O=C(CCNS(=O)(=O)c1ccc(Cl)cc1)N1CCN(Cc2ccccc2)CC1	0.2
Cc1ccc(NC(=O)c2cc(Cl)ccc2NC(=O)c2ccccc2)cc1	-28.7
CN(CCc1ccccn1)C(=O)CCNC(=O)Cn1cnc2ccccc2c1=O	-3.3
Cc1ccc(S(=O)(=O)C2CS(=O)(=O)CC2S(=O)(=O)c2ccc(C)cc2)cc1 (stereo unspecified)	-6.8
CCOC(=O)C1=C(N)N(c2ccc([N+](=O)[O-])cc2)C2=C(C(=O)CCC2)C1c1cccnc1 (stereo unspecified)	-5.3
CCC(=O)N1CCc2cc(Br)cc(S(=O)(=O)N(C)c3ccc(OC)cc3OC)c21	-16.2
O=c1[nH]c(CN(CCO)CCO)nc2c1C1(CCCCC1)Cc1ccccc1-2	-8.2
O=C(c1ccncc1)N1CCN(C(=O)c2cccc3ccccc23)CC1	-5.8
O=C(NC1CC1)c1ccc(CS(=O)(=O)Cc2ccccc2Cl)o1	0.0
C=C(C)Cn1c(Sc2nc3ccccc3[nH]2)nc2c1c(=O)[nH]c(=O)n2C	-0.4
O=C(O)C1CC=CCC1C(=O)N1CCC(Cc2ccccc2)CC1 (stereo unspecified)	7.4
CCC(=O)Nc1ccc(NC(=O)CN2CCCC(C)C2)c(Cl)c1 (stereo unspecified)	0.8

Taken from above for reference:
SMILES	14-3-3g Raf
O=C(O)C1CC=CCC1C(=O)N1CCC(Cc2ccccc2)CC1 (stereo unspecified)	7.4
CCC(=O)Nc1ccc(NC(=O)CN2CCCC(C)C2)c(Cl)c1 (stereo unspecified)	0.8

(listing goes on)
SMILES	14-3-3g Raf
Cc1ccc(/C(O)=C2\C(=O)C(=O)N(c3nc4ccccc4s3)C2c2ccc([N+](=O)[O-])cc2)cc1 (stereo unspecified)	-26.0
COc1ccc2c(=O)c(-c3csc(C)n3)coc2c1C	-9.6
CC(N)(Cc1ccc(O)c(O)c1)C(=O)O (stereo unspecified)	-3.4
CC1C2C(C)N(C)C(=O)N(C)C2N(C)C(=O)N1C (stereo unspecified)	-8.0
COc1ccc(C(=O)N2CCN=C2SC)cc1OC	-11.9&2.8
CCn1c(NCCCO)nc2c1c(=O)[nH]c(=O)n2C	-4.0
Cc1ccc(Nc2ncnc3c2c(-c2ccccc2)cn3-c2ccc(F)cc2)cc1	1.7
CCN1CC=C2C(C1)C(c1ccc(Cl)s1)C(C#N)=C(N)C2(C#N)C#N (stereo unspecified)	-80.1
CCc1ccc(C2=NC(c3cc(OC)ccc3OC)NC(c3ccccc3O)C2)cc1 (stereo unspecified)	1.4
O=[N+]([O-])c1ccc(C2SCCN2S(=O)(=O)c2ccc(I)cc2)cc1 (stereo unspecified)	4.8
CC(C(=O)N1c2ccccc2Sc2ccccc21)N1C(=O)c2ccccc2C1=O (stereo unspecified)	4.2
CN(CC(=O)NCc1ccccn1)S(=O)(=O)c1ccc(Cl)cc1	-7.3
CC1=C(C)C(=O)C(CCCCC#CCCCC#CCO)=C(C)C1=O	-3.9&-5.7
Cc1cc2cc(CN(CCCO)S(=O)(=O)c3cccc4nsnc34)c(=O)[nH]c2cc1C	-12.1
O=C(NCc1cccnc1)c1cccc2c1C(=O)N(C1CCCCC1)C2	-3.5
Clc1ccc(-c2nc3ccccn3c2Nc2ccc3c(c2)OCCO3)s1	-13.9
COc1cc(NC(=O)COc2ccc(Cl)cc2C)ccc1NC(=O)c1ccco1	-18.4
COc1ccc(C2C3C(=O)N(c4ccccc4)C(=O)C3ON2c2ccccc2C)cc1 (stereo unspecified)	2.5
O=S(=O)(NC1CCN(Cc2ccccc2)CC1)c1cccc(S(=O)(=O)N2CCOCC2)c1	-4.2
O=C1CN(C(=O)c2ccccc2F)C(c2ccc(F)cc2)c2cc(Cl)ccc2N1 (stereo unspecified)	-5.1
O=C(CN(Cc1ccco1)C(=O)CNS(=O)(=O)c1ccccc1)NCc1ccccc1	-10.5
Cc1ccc(OCC(=O)Nc2ccc3oc(-c4ccncc4)nc3c2)c(C)c1	-39.7
COc1ccccc1-n1c(SCC(=O)NC(C)(C)C)nc(O)cc1=O	-29.8
S=c1nc[nH]c2c1oc1ccccc12	5.7
CCOC(=O)c1nnc2cc(-c3ccccc3)nn2c1C	-4.0
Cc1ccc(-c2ccc(CCC(=O)O)n2-c2ccc(Cl)cc2)cc1	-0.7
C=CCn1c(SCC2=C(C(=O)OCC)C(C)NC(=O)N2)nnc1C1CCCCC1 (stereo unspecified)	1.6
COc1nc(N(c2ccccc2)c2ccccc2)nc(-n2ccnc2)n1	-4.5
CCCCCOC(=O)C1=C(C)NC(=O)NC1c1ccccc1OCC (stereo unspecified)	4.2
OCCn1c(-c2ccc(-c3ccccc3)cc2)cn2c3ccccc3nc12	-7.4
COc1ccc(-c2cc3nc(-c4ccccc4)cc(N4CCC5(CC4)OCCO5)n3n2)cc1	-12.3
O=C(CSc1nc2c(c(=O)n1-c1ccc(F)cc1)SCC2)c1ccc(Cl)cc1	6.2
CCOC(=O)C1CCN(C(=O)CSc2ccccc2)CC1	-4.7
CC1CCc2c(sc(N)c2C(=O)Nc2ccc(Cl)cc2)C1 (stereo unspecified)	-43.4
Cc1ccc(Cl)c2c1NC(=O)C2(O)CC(=O)c1ccc(C(C)C)cc1 (stereo unspecified)	-34.8
Cc1ccc(-c2cn3cccc(C)c3n2)cc1	4.9
Cc1cccc(N2C(=O)CC(N3CCN(Cc4ccc(Cl)cc4)CC3)C2=O)c1 (stereo unspecified)	1.2
COC(=O)C1CCN(C(=O)CN2C(=O)c3ccccc3C2=O)CC1	4.5
CC1(C)CC(=O)C2=C(C1)NC1=C(C(=O)CC(C)(C)C1)C2c1ccccc1O	-9.2
O=C(COc1ccc(Br)cc1)NC1CCCC1	-1.4
O=C(CCCCCn1c(=S)[nH]c2cc3c(cc2c1=O)OCO3)NC1CCCC1	-2.8
O=P(c1ccc2c(c1)OCCO2)(N1CCOCC1)N1CCOCC1	-3.3
COCCCn1c(=N)c(C(=O)NCc2ccccc2)cc2c(=O)n3ccccc3nc21	-16.6
CCN(CC)CCNC(=O)c1ccc2c(c1)N(Cc1ccccc1)C(=O)CS2	-2.6
O=C(C1CCCN(S(=O)(=O)c2cccc3nsnc23)C1)N1CC=C(c2ccccc2)CC1 (stereo unspecified)	-7.3
O=[N+]([O-])c1ccc(SCCc2ccncc2)cc1	-9.3
Cc1ccc(-n2nc(C)c(-c3cccc([N+](=O)[O-])c3)c2C)cc1Cl	-9.9
CN(C(=O)CSc1nnc(NC2CCCCC2)s1)C1CCS(=O)(=O)C1 (stereo unspecified)	-2.8
O=C(c1cc2cc([N+](=O)[O-])ccc2s1)N1CCCCC1	-9.4
Cc1cc(Cl)cc(C)c1OCCCCN1CCOCC1	-6.9
O=C(CSc1ncc(-c2ccc(F)cc2)n1Cc1ccco1)Nc1nccs1	-3.0
CCN(CCCNC(=O)CNC(=O)Cn1cnc2ccccc2c1=O)c1cccc(C)c1	-3.6
CCN(CC)CCCNC(=O)c1cc(-c2ccc(Cl)c(Cl)c2)on1	-7.3
COC(=O)c1c(NC(=O)CCC(=O)O)sc(C)c1-c1ccc(C)cc1	-2.3
CC(C)OC(=O)CSc1ncnc2c1cnn2-c1ccccc1	0.4
CCN(CC)c1ccc(NC(=O)CN2CCN(c3ccc(F)cc3)CC2)cc1	-2.8
CN(c1ccc(F)cc1)S(=O)(=O)c1ccc2[nH]cc(C(=O)NCC3CCCO3)c(=O)c2c1 (stereo unspecified)	-13.5
COc1ccc(C2C(C(=O)c3ccc(Cl)cc3)N3c4ccccc4C=CC3C2(C#N)C#N)cc1OC (stereo unspecified)	-105.7
N#Cc1c(N)n[nH]c1-c1cc2c([nH]1)CCCC2	-0.4
COc1ccc(Nc2ncnc3c2cnn3-c2cccc(C)c2)cc1Cl	-27.8

Going on with the list.
SMILES	14-3-3g Raf
COc1cc(C2C3=C(CCCC3=O)Nc3nc(SCc4ccc([N+](=O)[O-])cc4)[nH]c(=O)c32)cc(OC)c1OC (stereo unspecified)	-15.9
CCC(Sc1nnc2c3cc(Br)ccc3n(C)c2n1)C(=O)NC(C)c1ccccc1 (stereo unspecified)	-3.6
CCOC(=O)C1=C(C)N=C2SC(CC)C(=O)N2C1c1ccc(OCC)c(OCC)c1 (stereo unspecified)	5.0
O=S(=O)(c1ccc(Cl)cc1)n1c(SCc2cccnc2)nc2ccccc21	1.0
O=C(Nc1cccc2cccnc12)c1ccc(Br)o1	-10.2
CC(C)(C)NSc1nc2ccccc2s1	-5.6
O=C(Oc1cccc([N+](=O)[O-])c1)c1cccnc1SCc1ccccc1F	0.2
CC(=O)Nc1nc(CCC(C)C)cc2c1c(=O)oc1ccccc12	3.9
Cc1cccc(NC(=O)CCN2CCOCC2)c1	-3.4
CCN(C(=O)c1ccc(C(=O)N(CC)c2ccccc2)cc1)c1ccccc1	-3.5
CCOC(=O)c1c(NC(=O)c2cc3n(n2)C(C(F)(F)F)CC(c2ccc4c(c2)OCO4)N3)sc2c1CCCC2 (stereo unspecified)	-15.6
CCCOc1ccc(C2C(=O)N(C3CCC(C)CC3)CC(=O)N2Cc2cccs2)cc1OC (stereo unspecified)	-5.2

An excerpt from above in order of number of heavy atoms, low to high.
SMILES	14-3-3g Raf
CC1CCc2c(sc(N)c2C(=O)Nc2ccc(Cl)cc2)C1 (stereo unspecified)	-43.4
CCC(=O)Nc1ccc(NC(=O)CN2CCCC(C)C2)c(Cl)c1 (stereo unspecified)	0.8
COc1ccc(C2C3C(=O)N(c4ccccc4)C(=O)C3ON2c2ccccc2C)cc1 (stereo unspecified)	2.5

Continued.
SMILES	14-3-3g Raf
CCOC(=O)C1=C(C)Nc2nnnn2C1c1ccc(OC(=O)c2ccccc2)cc1 (stereo unspecified)	3.2
CCOC(=O)Nc1sc2c(c1C#N)CCC(C)C2 (stereo unspecified)	-2.6
CCOc1nc(S(=O)(=O)c2ccc(C)cc2)c(Cl)s1	-5.4
[O-][n+]1onc2c1CCc1c-2nn(-c2ccccc2Cl)[n+]1[O-]	-3.1&14.0
CCOC(=O)c1cc2c(=O)n3ccccc3nc2n(C(C)C)c1=NC(=O)c1ccco1	-15.8

Looked up above.
CCCCCOC(=O)C1=C(C)NC(=O)NC1c1ccccc1OCC (stereo unspecified) in 14-3-3g Raf is listed with 4.2
COCCn1c(=S)[nH]c2cc(C(=O)N3CCN(C)CC3)ccc2c1=O in 14-3-3g Raf is listed with -4.5
CN(CCc1ccccn1)C(=O)CCNC(=O)Cn1cnc2ccccc2c1=O in 14-3-3g Raf is listed with -3.3
COc1ccccc1-n1c(SCC(=O)NC(C)(C)C)nc(O)cc1=O in 14-3-3g Raf is listed with -29.8
Cc1ccc(OCC(=O)Nc2ccc3oc(-c4ccncc4)nc3c2)c(C)c1 in 14-3-3g Raf is listed with -39.7

Some of the compounds tested; rates above refer to the full screens.
